# Screening results as filed in PubChem.
# Arrestin-AP2 inh – human beta-arrestin and AP2 interaction inhibition. AID 504490. FITC-arrestin peptide / GST-AP2 beads, flow cytometry; AP2 beta2 appendage carries R879A mutation. 0.31% of 340,000 active. inhibition, % at 10 µM;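 active = inhibition above a set limit, near 3 SD of compounds lacking own fluorescence, cut at about 54% in these data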;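 also: plate controls were DMSO wells for no effect and 5 µM unlabelled arrestin peptide for full effect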
#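 Test system: GST-tagged AP2 beta2-adaptin appendage (R879A) on 4 µm glutathione beads; also added: fluorescein-tagged arrestin peptide at 50 nM final; timing: 12 min plus 1 h, RT; signal: flow cytometry, FL1 (488/535 nm); read-out: percent drop in bead-associated FITC signal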
# RTF Ca sens inh – cardiac RTF calcium desensitization; P19429+P45379; IANBD-labeled cardiac RTF, Ca2+ fluorescence; 0.12% of 340,000 active; inhibition, % at 7.15 µM;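 active = inhibition above the mean inhibition of all tested compounds plus 3 SD, cut at about 17% in these data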;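 also: assay run at fixed EC70 calcium of 1.6 mM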
# Wnt act – Wnt/beta-catenin pathway activation; Wnt/beta-catenin reporter cell assay, activator, plate reader; activation, % at 9.35 µM; 1.2% of 300,000 active; in the data active = activation above about 30%, passing the limit was not always enough; inconclusive = no clear call, values can overlap the other calls;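 also: 0% = neutral control wells and 100% = positive control wells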
# Keap1 Nrf2 FP – Keap1-Nrf2 (human) interaction inhibition; Q14145; Keap1 Kelch-Nrf2 peptide fluorescence polarization, 1536-well; inhibition, % at 9.4 µM; 0.15% of 340,000 active; in the data active = inhibition above about 12%; inconclusive = no clear call, values can overlap the other calls; inactive = below about 7.3%;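 also: human Keap1 Kelch domain with fluorescein labeled Nrf2 9mer peptide probe; 0% = neutral control wells and 100% = peptide positive control; higher means more block of Keap1 binding to Nrf2 peptide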
# Target sequence (Q14145 whole entry, looked up, the tested form may be a part): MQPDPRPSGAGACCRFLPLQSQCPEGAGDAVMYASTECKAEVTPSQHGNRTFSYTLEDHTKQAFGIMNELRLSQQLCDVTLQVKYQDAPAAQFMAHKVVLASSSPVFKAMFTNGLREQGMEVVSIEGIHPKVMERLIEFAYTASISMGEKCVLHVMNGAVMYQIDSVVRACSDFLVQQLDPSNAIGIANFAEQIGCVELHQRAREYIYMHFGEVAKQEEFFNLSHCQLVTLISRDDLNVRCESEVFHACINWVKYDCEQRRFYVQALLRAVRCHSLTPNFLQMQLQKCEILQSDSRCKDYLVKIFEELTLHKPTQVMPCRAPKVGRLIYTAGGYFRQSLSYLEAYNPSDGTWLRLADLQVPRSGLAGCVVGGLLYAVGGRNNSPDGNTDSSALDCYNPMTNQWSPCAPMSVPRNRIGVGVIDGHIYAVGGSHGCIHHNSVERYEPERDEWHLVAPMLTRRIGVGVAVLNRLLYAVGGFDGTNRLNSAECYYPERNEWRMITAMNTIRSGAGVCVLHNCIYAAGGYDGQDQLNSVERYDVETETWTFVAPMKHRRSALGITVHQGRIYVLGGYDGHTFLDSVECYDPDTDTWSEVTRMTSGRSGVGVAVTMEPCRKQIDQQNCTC
# MOR-DOR inv ag – inverse agonists of human mu-delta opioid receptor heterodimerization. P35372+P41143. cell-based MOR-DOR heterodimer luminescence, inverse agonism. inhibition, % at 9.3 µM. 0.21% of 340,000 active. AID 504357; in the data active = inhibition above about 22%, passing the limit was not always enough;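 also: 0% = cells with DMSO and 100% = wells without cells with DMSO; values of inactives mirror those of a sister screen read the other way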
# Pemphigus Ab inh – blocks pemphigus antibody binding to human desmoglein-3; P32926; DSG3-coupled beads, scFv-anti-DSG3-GFP binding, flow cytometry; active compounds read low; binding (percent of control), % at 10 µM; 0.48% of 310,000 active; AID 588358;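 active = binding more than 3 SD below its plate's average and above zero; inconclusive = below that plate limit but binding exactly zero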;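 also: hits lower antibody fragment binding to DSG3; some compounds called inactive have numbers as strong as hits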
# LANA DNA inh – KSHV C-LANA DNA binding inhibition; MBP-C-LANA/FAM-LBS DNA binding, fluorescence polarization; inhibition, % at 9 µM; 0.078% of 340,000 active;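 active = highest replicate inhibition at or above 60% at 9 µM, even if other replicates fall short; inactive = all replicates below 60% inhibition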;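 also: 0% = neutral control wells and 100% = 4 µM acridine orange control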
# OPRM1-OPRD1 ag – agonists of human mu-delta opioid receptor heterodimerization. AID 504326. 0.3% of 340,000 active. P35372+P41143. cells, OPRM1-OPRD1 heterodimerization, luminescence. activation, % at 9.3 µM; in the data active = activation above about 18%;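 also: 0% = vehicle-treated cells and 100% = reference agonist; values of inactives mirror those of a sister screen read the other way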
# V-ATPase pH – yeast V-ATPase proton transport regulation by pHLuorin. S. cerevisiae, pHLuorin cytosolic pH fluorescence. response, % at 10 µM. 0.37% of 350,000 active; in the data active = response mostly above about 7.3%, no sharp cut-off; inactive = mostly below about 5.4%; also: actives read high; inactives centre near 0; some compounds called inactive have numbers as strong as hits; reference of the scale not given here
# cardiac RTF act – increases calcium sensitivity of human cardiac regulated thin filaments; P19429+P45379; IANBD-labeled TnC RTF fluorescence at EC20 calcium; 0% EC20 calcium, 100% full calcium; activation, % at 7.2 µM; 0.24% of 340,000 active;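 active = activation above the mean over all tested compounds plus 3 SD, cut at about 30% in these data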;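 also: rise in fluorescence read as greater calcium sensitivity of cardiac thin filaments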
# * = called active by the depositor; ? = inconclusive; . = no result given; & = joins results of further samples.
molecule,V-ATPase pH,Keap1 Nrf2 FP,Wnt act,cardiac RTF act,Arrestin-AP2 inh,MOR-DOR inv ag,LANA DNA inh,Pemphigus Ab inh,RTF Ca sens inh,OPRM1-OPRD1 ag
CC(=O)c1cccc(OCc2cc(C(=O)N(C)C(C)c3ccccn3)no2)c1 (centres undefined),4,-3,0,-2,18,2,0.3,.,1,-0.4
COc1cccc(CN2CCNC(=O)C2CC(=O)NCCCN2CCCC2=O)c1 (centres undefined),-4,-3,2,-2,13,10,0.6,102,-3,-2.0
COc1ccc(/C=N/NC(=O)c2cc(C(C)(C)C)[nH]n2)cc1COc1ccc(F)cc1F,-2,-2,-3,0,2,-14,-0.2,122,-2,2.9
COc1cc(Cl)ccc1OCc1cc(C(=O)N2CCCCCCC2)no1,-5,-1,4,-8,25,6,-0.4,.,-1,-1.2
O=C(NC1CCCC1)c1cccc2c1C(=O)c1ccc(/C=C/c3ccccc3)cc1S2(=O)=O,2,-1,1,-5,10,7,3.1,102,6,-1.2
O=C(NC1CCCCC1)C1CCC(=O)N(C2CC2)C1 (centres undefined),0,2,1,1,3,20,0.5,105,-3,-3.7
COc1ccc2c3c([nH]c2c1)C1CC2C(CC(O)C(OC)C2CO)CN1CC3 (centres undefined),5,-3,-1,1,-3,7,2.3,96,-7,-1.3
Cc1ccc([N+](=O)[O-])cc1-c1ccc(/C=C(\C#N)c2[nH]nc(N)c2C#N)o1,-1,-3,?,-8,35,7,-0.4,86*,1,-1.4
COc1ccc(S(=O)(=O)N2CCSC2C)cc1C (centres undefined),-1,-9,-2,1,6,10,-2.2,115,-6,-1.9
CCCc1cc(=O)[nH]c(SCC(=O)NC(=O)NC2CCCC2)n1,-6,-2,0,-3,-13,1,-0.7,101,0,-0.3
COc1ccc(CCNC(=O)COC(=O)CNS(=O)(=O)c2ccc(SC)c([N+](=O)[O-])c2)cc1,-7,4,-2,3,2,8,-0.4,.,-5,-2.0
COc1ccc(CNC(=O)CN(C)S(=O)(=O)c2ccc3c(c2)OCCO3)cc1OC,-2,2,0,-1,10,7,0.7,98,5,-1.7
CCOc1ccccc1C(=O)Nc1nn[nH]n1,-1,-1,-2,0,8,12,-1.8,85,-8,-2.4
O=C(c1ccccc1)N1CCN(Cc2ccc3c(c2)OCO3)CC1,0,-7,1,3,-3,2,-0.8,102,-2,-0.4
O=C1CN(S(=O)(=O)c2cccc(Br)c2)CCN1,0,1,-1,-7,-1,11,0.9,100,0,-2.3
CCOC(=O)C1=C(NC(=S)NC(=O)c2ccccc2)c2ccccc2CC1(C)C,-1,3,.,-2,12,-22,-1.2,99,-5,3.8
O=C(Cc1csc(-c2ccc(Cl)cc2)n1)Nc1cccc(S(=O)(=O)NC2=NCCC2)c1,-1,4,0,1,-3,6,1.3,.,-4,-1.5
CCOC(=O)N1CCN(C(=O)CCN2C(=O)c3ccccc3S2(=O)=O)CC1,-5,2,1,-5,26,-4,1.5,105,-6,0.6
COCCCNC(=O)Cn1nc(-c2cccc(OC)c2)ccc1=O,9,-2,2,6,8,7,0.5,110,-12,-1.4
O=C(c1ccc(F)cc1)N1CCC(C(=O)N(Cc2ccccc2)c2ccccc2)CC1,-4,-1,-1,-1,-6,2,-1.4,.,-9,-0.4
Cc1cc(Cl)c(OCCCN2CCCCC2)c(Br)c1,2,-3,-4,0,9,-4,-0.5,104,-9,0.6
CN1/C(=C\C(=O)C[n+]2ccc3ccccc3c2)C(C)(C)c2ccccc21,-1,-1,-1,.,3,.,0.2,.,.,.
COC(=O)c1cccc(S(=O)(=O)N2CCN(c3nc4ccccc4s3)CC2)c1,-3,-5,-4,9,-6,24,-1.2,.,-9,-5.1
c1ccc(-c2n[nH]c(-c3ccccn3)n2)nc1,-3&-4,0&-1,11,3&-6,30&-9,1&20,-3.0&-0.6,99&123,-4&3,-0.1&-3.9
O=[N+]([O-])c1ccccc1-c1ccc(C(=S)N2CCN(c3ccccc3)CC2)o1,1,-6,4,15,5,-19,0.7,112,-2,3.7
C/C(=N\NC(=O)c1ccncc1)c1ccc(N(C)C)cc1,0,-1,-2,2,5,-3,-1.0,100,-5,0.5
COc1ccccc1NC(=O)Cc1nnc(SCC(=O)NC2CCCCC2C)n1C (centres undefined),-2,-2,-1,-5,2,17,0.5,105,-9,-3.1
Cc1cc(C)c2nc(NC(=O)c3ccc4c(=O)n5c(nc4c3)CCCCC5)sc2c1,-2,-9,-4,0,16,10,1.0,104,-3,-2.1
O=C(Nc1ccncc1)c1cccc(S(=O)(=O)N2CCc3ccccc32)c1,0,-2,-10,-6,7,-19,-0.2,99,6,2.8
CC(=O)c1cccc(NC(=O)COc2cc(C)on2)c1,-6,-3,1,-2,4,6,-1.0,.,-3,-1.5

# Single records (already shown).
# Results for CCOC(=O)C1=C(NC(=S)NC(=O)c2ccccc2)c2ccccc2CC1(C)C = V-ATPase pH = -1; Keap1 Nrf2 FP = 3; Wnt act = .; cardiac RTF act = -2; Arrestin-AP2 inh = 12; MOR-DOR inv ag = -22; LANA DNA inh = -1.2; Pemphigus Ab inh = 99; RTF Ca sens inh = -5; OPRM1-OPRD1 ag = 3.8
# Results for Cc1ccc([N+](=O)[O-])cc1-c1ccc(/C=C(\C#N)c2[nH]nc(N)c2C#N)o1 = V-ATPase pH = -1; Keap1 Nrf2 FP = -3; Wnt act = ?; cardiac RTF act = -8; Arrestin-AP2 inh = 35; MOR-DOR inv ag = 7; LANA DNA inh = -0.4; Pemphigus Ab inh = 86*; RTF Ca sens inh = 1; OPRM1-OPRD1 ag = -1.4

# 7 compounds already listed, arranged by number of heavy atoms, largest number first:
molecule,V-ATPase pH,Keap1 Nrf2 FP,Wnt act,cardiac RTF act,Arrestin-AP2 inh,MOR-DOR inv ag,LANA DNA inh,Pemphigus Ab inh,RTF Ca sens inh,OPRM1-OPRD1 ag
COc1ccc(/C=N/NC(=O)c2cc(C(C)(C)C)[nH]n2)cc1COc1ccc(F)cc1F,-2,-2,-3,0,2,-14,-0.2,122,-2,2.9
O=C(Cc1csc(-c2ccc(Cl)cc2)n1)Nc1cccc(S(=O)(=O)NC2=NCCC2)c1,-1,4,0,1,-3,6,1.3,.,-4,-1.5
CCOC(=O)N1CCN(C(=O)CCN2C(=O)c3ccccc3S2(=O)=O)CC1,-5,2,1,-5,26,-4,1.5,105,-6,0.6
CN1/C(=C\C(=O)C[n+]2ccc3ccccc3c2)C(C)(C)c2ccccc21,-1,-1,-1,.,3,.,0.2,.,.,.
O=C(c1ccccc1)N1CCN(Cc2ccc3c(c2)OCO3)CC1,0,-7,1,3,-3,2,-0.8,102,-2,-0.4
CCCc1cc(=O)[nH]c(SCC(=O)NC(=O)NC2CCCC2)n1,-6,-2,0,-3,-13,1,-0.7,101,0,-0.3
COc1ccc(S(=O)(=O)N2CCSC2C)cc1C (centres undefined),-1,-9,-2,1,6,10,-2.2,115,-6,-1.9

# The main list resumes, starting 3 compounds before the break.
molecule,V-ATPase pH,Keap1 Nrf2 FP,Wnt act,cardiac RTF act,Arrestin-AP2 inh,MOR-DOR inv ag,LANA DNA inh,Pemphigus Ab inh,RTF Ca sens inh,OPRM1-OPRD1 ag
Cc1cc(C)c2nc(NC(=O)c3ccc4c(=O)n5c(nc4c3)CCCCC5)sc2c1,-2,-9,-4,0,16,10,1.0,104,-3,-2.1
O=C(Nc1ccncc1)c1cccc(S(=O)(=O)N2CCc3ccccc32)c1,0,-2,-10,-6,7,-19,-0.2,99,6,2.8
CC(=O)c1cccc(NC(=O)COc2cc(C)on2)c1,-6,-3,1,-2,4,6,-1.0,.,-3,-1.5
Cc1ccc(C(C(=O)NC2CCCCC2)N2CCN(C(=O)c3ccco3)CC2)cc1 (centres undefined),1,4,.,-2,20,9,-3.1,.,-3,-1.4
COc1ccc(S(=O)(=O)N2CC(=O)Nc3ccccc32)cc1,-2,8,2,1,-11,-3,-2.8,101,-2,0.5
Nc1nc(Br)c2ccccc2c1-c1ccc(F)cc1,2,-2,.,1,3,-42,-0.4,99,-5,8.3
Cc1cc(NC(=O)CSc2nnc(-c3ccco3)n2CC2CCCO2)no1 (centres undefined),-3,1,.,0,2,-1,-0.6,105,-8,0.1
COc1cc(NC(C)CCCN)c2ncccc2c1Oc1ccccc1 (centres undefined),1,-7,-11,3,4,-16,0.8,105,-5,2.6
Cc1ccc(-c2noc(CN3CCN(Cc4ccccc4)CC3)n2)cc1,6,-5,.,3,8,-3,0.4,105,-2,0.6
CCOc1ccccc1N=Cc1c(O)n(C)c(=O)n(C)c1=O,-1,0,2,-6,8,-2,-2.2,114,-10,0.4
COC(=O)c1ccc(CSc2ccc3nnc(-c4ccc(F)cc4)n3n2)o1,2,0,0,-5,3,5,1.3,103,-11,-0.8
COc1ccc(C/C(N)=N/OC(=O)Cc2ccccc2)cc1OC,-2,-4,.,7,10,9,-1.3,108,6,-1.5
CCN(CC)Cc1csc2ccc(Br)cc12,-1,-5,.,0,0,4,0.9,92,0,-0.9
O=C(COC(=O)C1CC2CCCC(C1)C2=O)Nc1ccc(F)c(Cl)c1 (centres undefined),3,-10,-1,-1,-8,-5,4.6,.,5,1.3
COc1ccc(NC(=O)COC(=O)c2cc([N+](=O)[O-])ccc2N2CCOCC2)cc1,5,-3,1,1,2,12,-1.8,112,9,-2.3
CN(C)S(=O)(=O)c1ccc(F)c(C(=O)Nc2ccccc2C(=O)NC2CC2)c1,-2,4,-2,-3,29,10,-0.7,93,-3,-2.6
CC(=O)Nc1ccc(Nc2nc(C)cc(C)n2)cc1,1,-4,2,-1,10,-1,11,104,6,0.3
Cn1c(=O)c2c(ncn2CC(N)=O)n(C)c1=O,-2,-1,.,-4,4,.,0.8,103,-16,.
O=C(CSc1nc2nccnc2c(=O)n1Cc1cccs1)Nc1ccccc1,-6,-3,-2,-6,10,4,-1.1,104,-2,-0.8
COc1ccccc1CN(C)CC(=O)Nc1ccc(Cl)cc1F,3,-1,-1,10,-13,-55,-0.4,114,-11,11
COCCC(=O)N1CCC(Oc2ccc(C(=O)N3CCCCC3COC)cc2)CC1 (centres undefined),1,-3,-3,-3,21,7,1.9,100,4,-1.4
O=C(CCCl)N1c2ccccc2C=Cc2ccccc21,2,-1,0,-5,34,4,1.9,107,-1,-0.7
Cc1cc(C(=O)COC(=O)[C@H](C)NC(=O)c2ccco2)c(C)n1Cc1ccco1,0,-1,10,8,-12,-5,-0.7,106,-1,0.9
CC(C)(C)c1ccc(-c2n[nH]c(=S)n2Cc2ccccc2)cc1,0,-2,-9,-3,-5,-54,1.1,117,-1,6.5
O=C(NCCOC(=O)Nc1cccc2ccccc12)OCc1ccccc1,-1,0,-1,0,-2,12,-1.7,113,-2,-2.4
C[C@@H](C(=O)N[C@H](C(=O)O)c1ccccc1)n1nnc2ccccc2c1=O,1,-4,1,-8,-6,-3,1.8,98,-8,0.4
Cc1ccc(SCCOCCN2CCc3ccccc3C2)cc1,-4,2,-4,3,23,3,0.7,84,-6,-0.5
